HCV inhibitor: blocks hepatitis C virus | Huh7.5.1 HCVcc-Cre infection, luciferase reporter, 44 h | AID 651820 | 340,000 compounds, 3.4% hits | Potency, µM (titrated, usually from 41.8 µM), for inactives: at the highest dose activity change, negative = inhibition, actives largely listed as inhibitors; active means well fitted inhibition curve with a large enough effect; inconclusive means small, poorly fitted or top-dose-only effect, or another doubt; inactive means no such curve, though single readings can be large or run the other way
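1,000 cells/well; 4 h culture; + compound; + HCVcc-Cre (~0.5 moi); 44 h; luciferase substrate, RT 15 min; read 15 sec.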
Starred values were filed as active, the others as inactive; ? = inconclusive; & = joins results of further samples; [ ] = another dose, or the depositor's remark. On the % scale 0 is the no-effect control and ±100 the full control effect; potency means the concentration at half of the fitted maximal effect. Not all compounds are listed (hit frequency here may not be typical).

SMILES	HCV inhibitor
O=C(Cc1cccc(NC(=O)C2CCCN(C(=O)C3CCCC3)C2)c1)Nc1ccc(C(=O)N2CCCCC2)cc1 (centres undefined)	3%
CCCCCC(=C/c1ccccc1)/C=N/Nc1ccc(S(=O)(=O)N2CCOCC2)cc1[N+](=O)[O-]	?
CC(/C=N\NC(=O)c1cccnc1)c1ccccc1 (centres undefined)	12%
CCCCCN(C(=O)CCC(=O)OC(C)C(=O)c1ccc(CC)cc1)c1c(N)n(CCCC)c(=O)[nH]c1=O (centres undefined)	-11%
COc1ccccc1C(=O)NC(CCSC)C(=O)Nc1ccc(C)c(S(=O)(=O)N2CCOCC2)c1 (centres undefined)	?
C[C@H]1CN(S(=O)C(C)(C)C)[C@@H](CCO)/C1=C\CCO (some centres undefined)	18%
COc1ccc(F)cc1CN1CCN(C(=O)c2ccc(S(=O)(=O)N3CCCCCC3)cc2)CC1	?
COc1cc(/C=C/C(=O)Nc2ccc(S(=O)(=O)Nc3onc(C)c3C)cc2)cc(OC)c1OC	-6%
O=C(Cc1cccc(NC(=O)C2CCCN(C(=O)c3ccccc3)C2)c1)Nc1ccc(C(=O)N2CCOCC2)cc1 (centres undefined)	16%
C[C@H](CO)N1C[C@H](C)[C@@H](CN(C)Cc2ccc(-c3ccccc3)cc2)Oc2c(NS(=O)(=O)c3ccccc3)cccc2C1=O	15%

The list goes on; it opens with the three that closed the last part.
SMILES	HCV inhibitor
COc1cc(/C=C/C(=O)Nc2ccc(S(=O)(=O)Nc3onc(C)c3C)cc2)cc(OC)c1OC	-6%
O=C(Cc1cccc(NC(=O)C2CCCN(C(=O)c3ccccc3)C2)c1)Nc1ccc(C(=O)N2CCOCC2)cc1 (centres undefined)	16%
C[C@H](CO)N1C[C@H](C)[C@@H](CN(C)Cc2ccc(-c3ccccc3)cc2)Oc2c(NS(=O)(=O)c3ccccc3)cccc2C1=O	15%
O=[N+]([O-])c1ccc(N/N=C/c2cccs2)nc1	-16%
C=CCN(C(=O)COC(=O)c1cc[n+]([O-])cc1)c1nc(-c2ccccc2)cs1	-25%
Nc1ccc(Oc2ccccc2-c2ccccc2)cc1	-6%
Cc1ccc(S(=O)(=O)N2CCN(C(=O)COC(=O)c3ccccc3OC(F)F)CC2)c(C)c1	5%
COc1cc(OC)cc(-c2c(C#Cc3ccsc3)c3cc(-c4ccc(OC)cc4F)ccc3n2C)c1	8%
CN(Cc1ccccc1)C(=O)c1ccc(NC(=O)Cc2ccc(NC(=O)C3CCN(C(=O)c4ccccc4)CC3)cc2)cc1	-27%[8.37 µM]
CC(=O)Nc1ccc(C(=O)OCC(=O)N(c2ccccc2)C2CCCCC2)cc1	-23%
CC1(c2nnc(-c3cccc(Cl)c3)o2)CC(c2ccc(F)cc2)=NO1 (centres undefined)	-13%
Cc1ccc(NC(=O)c2oc3ccccc3c2COC(C)C)cc1S(=O)(=O)N1CCOCC1	?
Cc1ccc([C@H]2C(C(=O)O)=C[C@@H](CC3CCCC3)N2S(=O)(=O)c2ccc(C)cc2)cc1	3%
CCOC(=O)C[C@H]1c2ccccc2S(=O)(=O)N1Cc1ccc(Cl)cc1	?
O=C(NCCOc1ccccc1)c1ccc2c(c1)S(=O)(=O)c1cc(Cl)ccc1C2=O	-4%
CCOC(=O)C1=C(COC(=O)/C=C/c2cccc(F)c2)NC(=O)NC1C (centres undefined)	14%
c1ccc(-c2nnnn2-c2ccccn2)cc1	-1%
Cc1cc(C)cc(NC(=O)CSCc2nc3c(nnn3Cc3ccc(F)cc3)c(=O)[nH]2)c1	12%
COC(=O)c1c(-c2ccc(OC)cc2)sc2ccc(N3CCOCC3)cc12	13µM*
COc1ccc(O)c(C(=O)CC(=O)c2ccncc2)c1	-24%
C#CCNC(=O)C1=C[C@H](C)C[C@H](OCc2ccc(CO)cc2)O1	9%
CC(C)(O)/C=C/C(=O)C(C)(O)C1C(O)CC2(C)C3CC=C4C(C=C(O)C(=O)C4(C)C)C3(C)C(=O)CC12C (centres undefined)	?
Cc1ccc(C)c(N/C=C(\C#N)c2nc3ccccc3o2)c1	-8%
CCOC(=O)/C=c1/s/c(=C\c2c(OC)ccc3ccccc23)c(=O)n1CC(=O)NCC1CCCO1 (centres undefined)	?
COc1cc(/C=C/C(=O)OC(C)C(=O)Nc2ccc(Cl)cn2)ccc1OC(F)F (centres undefined)	?
COc1ccccc1N(C)S(=O)(=O)c1ccc(C(=O)Nc2ccc(C(N)=O)cc2)cc1	?
CC(C)(C)N(Cc1ccccc1)C(=O)COC(=O)C1CC(=O)N(Cc2ccccc2)C1 (centres undefined)	7%
CC[C@@]1(C(=O)OC)N[C@H](CN(C)C(=O)COc2ccccc2)[C@@H]2C(=O)N(C)C(=O)[C@@H]21	10%
COc1cccc2cc(C(=O)OCC(=O)N3CC(C)OC(C)C3)c(=O)oc12 (centres undefined)	4%
COc1cccc(NC(=O)CN(C)C(=O)C2CC(=O)N(CCc3ccc(OC)c(OC)c3)C2)c1 (centres undefined)	-19%
CCOC(=O)Nc1cccnc1Sc1ccc(Cl)cc1	1%
CCOC(=O)C(CC)Sc1nnc2cc(C)c3ccccc3n12 (centres undefined)	15%
O=C(NCc1ccc(OC(F)(F)F)cc1)c1cc(-c2ccccc2)nn1CC1CC(c2cccnc2)=NO1 (centres undefined)	?
NS(=O)(=O)c1cccc(C(=O)OCC(=O)NC2CCCc3ccccc32)c1 (centres undefined)	-25%
O=C(NCc1ccc(Cl)cc1Cl)Nc1ccccc1	-17%
COc1ccc(Cl)cc1C=CC=Nc1ccccc1O	?
CCCCCCCCCCCCN1[C@@H](CC(C)=O)c2cc(F)ccc2S1(=O)=O	4%
Cc1cc(C)c(C)c(S(=O)(=O)N2CCC(C(=O)N(C)Cc3nc4ccccc4c(=O)[nH]3)CC2)c1C	16%
COC(=O)[C@]1(Cc2ccccc2)N[C@H](CN(C)C(=O)Nc2ccccc2)[C@@H]2C(=O)N(C)C(=O)[C@@H]21	18%
CNC(C)C#Cc1ccc2c(=O)c3cc(C)c(C)cc3oc2c1 (centres undefined)	-10%[8.37 µM]
COC(=O)c1c(C)cc(O)c(C)c1O	-18%
CCN(C[C@H]1N[C@@](Cc2ccccc2)(C(=O)OC)[C@H]2C(=O)N(Cc3ccccc3)C(=O)[C@@H]12)S(=O)(=O)c1ccc(C(C)(C)C)cc1	?
CSc1nc(N)nc2c1ncn2CC(=O)N[C@H](C)c1cccc2ccccc12	-32%
CCOc1ccccc1NC(=O)COC(=O)c1cc(C)oc1C	-19%
Cc1cccc(C)c1NC(=O)COC(=O)/C=C/c1ccc(S(=O)(=O)N2CCOCC2)cc1	-2%
CCOc1ccccc1OCCCC(=O)Nc1ccc(S(=O)(=O)Nc2cc(C)nc(C)n2)cc1	11%
CSc1ccc(C(=O)C2CCCN(C(=O)CCc3c(C)nn(C)c3C)C2)cc1 (centres undefined)	?
OC(COc1ccc(OCC(O)CN2CCN(Cc3ccccc3)CC2)cc1)CN1CCN(Cc2ccccc2)CC1 (centres undefined)	?
CCOCC1(CCc2ccccc2)C(=O)NC(=S)NC1=O	-4%
CCOC(=O)C1=C(COC(=O)c2cc(S(=O)(=O)N3CCOCC3)ccc2F)NC(=O)NC1C (centres undefined)	-3%
COc1cc(/C=C2\C[C@H]3[C@@H]4CC=C5C[C@@H](N6CCCC6)CC[C@]5(C)[C@H]4CC[C@]3(C)[C@H]2O)cc(OC)c1OC	7.1µM*
O=S(=O)(O)C(=Cc1ccccc1)c1ccccc1 (tested in a mixture with another compound)	-10%
CN=C(Nc1cccc(S(=O)(=O)N2CCOCC2)c1)c1ccccc1	-1%

Continuation.
SMILES	HCV inhibitor
CCCCn1cnc2c(SCc3ccccc3)nc(N)nc21	-18%
COc1ccc(-c2oc3ccc(-c4cc(OC)c(OC)c(OC)c4)cc3c2-c2ccc(OC)cc2)cc1	-2%
Cc1ccc(CN2[C@@H](CC(C)C)COCCS2(=O)=O)cc1	10%
CCN(Cc1ccccc1)C(=O)COC(=O)[C@@H]1CCCN1C(=O)c1cccs1	-11%
CCN1C[C@@H]2[C@@H]3C(=O)N(C)C(=O)[C@@H]3[C@](Cc3ccccc3)(C1=O)N2C(=O)c1ccccc1	9%
Cc1nn(-c2ncccn2)c2c1C(=O)CC(C)(C)C2Br (centres undefined)	-27%
COc1cc(OC)cc(C(=O)NNC(=O)C(CCC(N)=O)NS(=O)(=O)c2ccc(Cl)cc2)c1 (centres undefined)	-3%
CC(SC(C)C(=O)NN=Cc1c[nH]c2ccccc12)C(=O)NN=Cc1c[nH]c2ccccc12 (centres undefined)	-8%
C[C@@]12N[C@@H](Cc3ccccc31)c1ccccc12	15%&-4%
CSCCC(NC(=O)c1cccc(C)c1)C(=O)NCc1cccs1 (centres undefined)	8%

Retrieved one by one from above (2):
SMILES	HCV inhibitor
CCN1C[C@@H]2[C@@H]3C(=O)N(C)C(=O)[C@@H]3[C@](Cc3ccccc3)(C1=O)N2C(=O)c1ccccc1	9%
C[C@@]12N[C@@H](Cc3ccccc31)c1ccccc12	15%&-4%

More records
SMILES	HCV inhibitor
C[C@H](CO)N1C[C@H](C)[C@@H](CN(C)C(=O)Nc2ccc(C(F)(F)F)cc2)Oc2c(NC(=O)c3ccncc3)cccc2C1=O	18%
CC(CCCN1CCCC1)Nc1ccnc2cc(Cl)ccc12 (centres undefined)	?
CC(C)C[C@@H](CNCC(=O)[C@H](C)NC(=O)c1[nH]cnc1C(=O)N[C@@H](C)CN)NC(=O)c1nc[nH]c1C(=O)N[C@@H](CC(=O)O)C(=O)O	11%
Cc1oc(-c2cccs2)nc1CNC[C@H]1O[C@@H](n2cnc3c(N)ncnc32)[C@H](O)[C@@H]1O	-4%
COCCN(CC(=O)Nc1ccccc1C(F)(F)F)C(=O)/C=C/c1cc(Cl)c2c(c1)OCCO2	-21%
Cn1c(SCc2ccccc2)nccc1=O	-2%
O=S(=O)(Nc1cc(S(=O)(=O)N2CCOCC2)ccc1Cl)c1ccccc1	13%
O=C1c2ccccc2-c2c1c1ccccc1c(=O)n2-c1ccccc1	-23%
C=C[C@](C)(CC[C@@]1(C)C(C)CC(OC2OC(C)C(OC3OC(COC(C)=O)C(O)C(O)C3O)C(O)C2O)[C@@]2(C)C(C)=CCCC12)OC1OC(C)C(O[C@@H]2O[C@@H](C)C(O)C(O)[C@H]2O)C(O)C1O (some centres undefined)	59%[activator]
CC(=O)NC1CCC(=O)C=C1c1ccccc1 (centres undefined)	11%

5 of these compounds, set out differently.
compound | HCV inhibitor
CCOCC1(CCc2ccccc2)C(=O)NC(=S)NC1=O | -4%
CCOC(=O)C1=C(COC(=O)c2cc(S(=O)(=O)N3CCOCC3)ccc2F)NC(=O)NC1C (centres undefined) | -3%
COc1cc(/C=C2\C[C@H]3[C@@H]4CC=C5C[C@@H](N6CCCC6)CC[C@]5(C)[C@H]4CC[C@]3(C)[C@H]2O)cc(OC)c1OC | 7.1µM*
O=S(=O)(O)C(=Cc1ccccc1)c1ccccc1 (tested in a mixture with another compound) | -10%
CN=C(Nc1cccc(S(=O)(=O)N2CCOCC2)c1)c1ccccc1 | -1%

(continued)
SMILES	HCV inhibitor
CCc1nc2ccccc2n1CC(=O)NC1CCS(=O)(=O)C1 (centres undefined)	-17%
O=C1C=CC(=Nc2ccc3c(c2)C(=O)c2ccccc2-3)O1	-12%
CC1CC(C)CN(C(=O)COc2cccnc2[N+](=O)[O-])C1 (centres undefined)	-3%
COc1ccc2nc(C3CCCCC3)c3c(c2c1)CCC3	?
O=C(CSc1n[nH]c(=O)n1C1CC1)Nc1ccc(Cl)cc1Cl	-20%
Cc1nccn1-c1c2c(c(C#N)c3nc4ccccc4n13)CCCC2	12%
CCCCCC1CC(=O)NC1(C(=O)OCC)C(=O)OCC (centres undefined)	13%
C=C(C)[C@@H]1[C@H]2OC(=O)[C@H]1[C@]1(O)C[C@H]3O[C@]34C(=O)O[C@H]2[C@]14C	1%
O=CN(CCNc1ccccc1)c1ccccc1	24%
COc1ccc(CNS(=O)(=O)CCNCc2ccccc2OC)cc1	19%
COc1cc(/C=C/C(=O)OCC(=O)N(C)Cc2ccccc2)cc(OC)c1OC	?
O=[N+]([O-])c1cccc(COc2ccc(CN3CCOCC3)cc2)c1	5%[8.37 µM]
N#Cc1cc2c(=O)n3ccccc3nc2n(Cc2cccnc2)c1=O	-14%
CCOC(=O)c1ccc2ncc(C(=O)OCC)c(NCCN(C)C)c2c1	?
CC(=O)Nc1ccc(NC(=O)c2ccnn2C)cc1	0%
O=C(C=CC(=O)OC1CCCCC1)OC1CCCCC1	12%
CCC1(C(N)=O)CC2C=CC1C2 (centres undefined)	17%
CN(CC(=O)Nc1ccc(F)c(F)c1F)C(=O)c1ccc(N2CCCC2=O)cc1	0%
CC(C)N(C(=O)[C@H]1C[C@H](CC(=O)NCCN2CCOCC2)C(=O)N2CCc3c([nH]c4cc(-c5ccco5)ccc34)[C@]12C)C(C)C	?
COc1cc(COc2ccc(S(=O)(=O)N3CCOCC3)cc2[N+](=O)[O-])ccc1OC(F)F	?
O=C1NC[C@H](Cc2ccccc2)N(CC2CCN(CCC3CCCC3)CC2)C1=O	?
CCC(=O)C1CCCN(C(=O)c2cccc(OC3CCN(S(C)(=O)=O)CC3)c2)C1 (centres undefined)	-18%
O=C(ONC(=O)C1CCCCC1C(=O)NOC(=O)c1ccccc1)c1ccccc1 (centres undefined)	-1%
COC(=O)c1ccc2nc(C3CCCCC3)c3c(c2c1)CCC3	-10%
O=C(O)Cn1cc(F)c(=O)[nH]c1=O	-13%
C[C@@H](C(=O)Nc1ccc(SC(F)F)cc1)N1C(=O)C2CCCCC2C1=O (some centres undefined)	1%
CC1CN(C(=O)COC(=O)Cc2c(Cl)cccc2Cl)CC(C)O1 (centres undefined)	-3%
Cc1cccc(/C=N/NC(=O)CC(=O)NCCc2ccccc2)c1	9%
